# V1aR counter – V1a receptor agonism, counter-screen for OXTR agonists. P37288. CHO-V1R cells, Fluo-8 calcium fluorescence, agonist mode; 0% DMSO, 100% 3 nM vasopressin. activation, % at 3 µM. 0.25% of 320,000 active. AID 2797;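 active = activation above the mean activation of all tested compounds plus 3 SD, per screening run, cut at about 20% in these data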;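 also: signal is peak over basal fluorescence ratio across a 100 second FLIPR read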
# CHO parental Ca – counter-screen: ATP calcium response change in parental CHO cells; parental CHO-K1, ATP-induced calcium, Fluo-8 fluorescence; inhibition, % at 5.6 µM; 0.63% of 330,000 active; AID 463079;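 active = inhibition above that plate's mean sample inhibition plus 3 SD, cut at about 26% in these data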;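 also: 0% = ATP-challenged DMSO wells and 100% = DMSO wells without ATP; some compounds past the cut are filed as inactive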
#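 Test system: parental CHO cells; detection: calcium-sensitive Fluo-8 fluorescence; evaluation: percent inhibition of calcium signal; also added: ATP as calcium-mobilizing challenge; repeats: one well per compound; control set: ATP-challenged DMSO wells low, unchallenged DMSO wells high; compound: single nominal dose of 5.6 µM per compound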
# CHO-K1 Ca antag – counter-screen for M1 antagonists: effect in parental CHO-K1 cells; ATP-induced calcium, Fluo-8 fluorescence; inhibition, % at 3 µM; 0.6% of 360,000 active; AID 602250;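 active = inhibition above a per-plate cutoff, the plate's mean sample inhibition plus 3 SD, cut at about 24% in these data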;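 also: 0% = DMSO plus EC80 ATP and 100% = DMSO alone without ATP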
# CHO-K1 Ca PAM – M1 PAM counterscreen hit in parental CHO-K1 cells. activation, % at 3 µM. 0.02% of 360,000 active. ATP EC20, Fluo-8 calcium fluorescence; 0% at ATP EC20, 100% at ATP max;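 active = activation above the run cutoff, the mean activation of all test compounds plus 3 SD, cut at about 40% in these data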;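 also: peak over basal fluorescence ratio in a 140 s read after ATP addition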
# GPR7 antagonist – blocks human GPR7 receptor signaling | P48145 | GPR7-expressing cells, fluorescence antagonist assay | inhibition, % at 4.4 µM | 1.1% of 290,000 active; in the data active = inhibition above about 16%, passing the limit was not always enough;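 also: cells stimulated with the agonist NPW; 0% = agonist with vehicle and 100% = vehicle without agonist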
# Target sequence (P48145 whole entry, looked up): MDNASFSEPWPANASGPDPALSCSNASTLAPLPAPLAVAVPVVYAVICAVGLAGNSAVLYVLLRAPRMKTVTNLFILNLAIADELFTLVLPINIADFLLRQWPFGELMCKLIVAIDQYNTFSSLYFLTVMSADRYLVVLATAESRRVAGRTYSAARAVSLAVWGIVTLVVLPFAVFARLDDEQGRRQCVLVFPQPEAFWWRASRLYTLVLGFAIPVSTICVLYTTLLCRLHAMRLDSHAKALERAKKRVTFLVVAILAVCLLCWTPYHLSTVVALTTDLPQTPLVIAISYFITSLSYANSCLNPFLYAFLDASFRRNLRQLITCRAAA
# TAAR1 antag – antagonists of human TAAR1 | Q96RJ0 | CHO RD-HGA16 TAAR1, Fluo-8 calcium fluorescence, antagonist | inhibition, % at 3 µM | 1.5% of 360,000 active | AID 624466;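 active = inhibition above a per-plate cutoff, the mean inhibition of test compounds on that plate plus 3 SD, cut at about 49% in these data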;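 also: 0% = DMSO plus EC80 beta-PEA response and 100% = DMSO alone without agonist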
# Target sequence (Q96RJ0 whole entry, looked up): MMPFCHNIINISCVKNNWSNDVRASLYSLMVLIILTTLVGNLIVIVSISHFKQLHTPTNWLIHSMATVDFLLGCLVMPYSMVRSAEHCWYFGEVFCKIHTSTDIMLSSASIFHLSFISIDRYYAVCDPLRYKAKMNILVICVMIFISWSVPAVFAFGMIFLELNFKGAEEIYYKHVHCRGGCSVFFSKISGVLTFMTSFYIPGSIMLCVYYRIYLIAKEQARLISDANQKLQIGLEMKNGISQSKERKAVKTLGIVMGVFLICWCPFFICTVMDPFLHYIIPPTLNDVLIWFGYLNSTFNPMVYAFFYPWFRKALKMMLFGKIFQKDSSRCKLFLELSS
#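 Test system – hTAAR1-expressing CHO RD-HGA16 cells, Gα16-coupled · Reagent – β-PEA at EC80 concentration, post-compound challenge · Compound dosing – 3 µM, single point · Timing – 140 s kinetic read after compound, 140 s after agonist · Detection – Fluo-8 intracellular calcium dye fluorescence, real-time kinetic reads · Control set – DMSO and EC80 PEA controls · Repeats – n of 1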
# OXTR potentiator – human OXTR potentiation. P30559. CHO-OTR cells, Fluo-8 calcium fluorescence, potentiator mode; 0% = oxytocin EC15, 100% = EC100. activation, % at 3 µM. 0.061% of 320,000 active. AID 2445;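 active = activation above that plate's cutoff, the mean activation of tested compounds plus 3 SD, cut at about 6.6% in these data, passing the limit was not always enough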;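 also: 100% uses oxytocin at 75 nM as the full agonist control; some results filed as inactive read as strong as hits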
# Target sequence (P30559 whole entry, looked up): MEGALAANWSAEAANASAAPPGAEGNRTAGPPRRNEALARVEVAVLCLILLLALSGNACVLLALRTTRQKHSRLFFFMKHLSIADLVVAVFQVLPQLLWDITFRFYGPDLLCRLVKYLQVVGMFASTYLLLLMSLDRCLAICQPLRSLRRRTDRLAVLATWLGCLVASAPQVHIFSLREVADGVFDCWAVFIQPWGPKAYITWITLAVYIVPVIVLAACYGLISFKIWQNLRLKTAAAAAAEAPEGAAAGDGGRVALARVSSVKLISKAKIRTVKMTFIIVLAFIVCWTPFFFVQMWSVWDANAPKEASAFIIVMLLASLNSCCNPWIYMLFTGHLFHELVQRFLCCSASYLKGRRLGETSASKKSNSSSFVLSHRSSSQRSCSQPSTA
#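 System: human OTR in CHO cells; Also added: sub-maximal oxytocin, roughly EC15; Timing: compound 6 min at room temperature before oxytocin, 100 s read; Technique: Fluo-8 intracellular calcium fluorescence, ex 470-495, em 515-575 nm; Controls: oxytocin EC15 low and EC100 high; Replication: singlicate.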
# M1 ag parental – counter-screen for M1 agonists: effect in parental CHO-K1 cells; Fluo-8 calcium fluorescence; scaled to maximal ATP response, vehicle zero; activation, % at 3 µM; 0.48% of 360,000 active; in the data active = activation above about 15%;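 also: untransfected CHO-K1 host cells lacking M1 receptor as counterscreen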
# OXTR agonist – agonists of human oxytocin receptor; P30559; CHO-OTR cells, Fluo-8 calcium fluorescence; normalized: DMSO 0%, oxytocin 100%; activation, % at 3 µM; 0.32% of 320,000 active;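 active = activation above the mean of all tested compounds plus 3 SD, cutoff set per screening run, cut at about 20% in these data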;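 also: peak over basal fluorescence ratio from a 100 s FLIPR kinetic read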
# * = called active by the depositor; x = no result given.
SMILES,V1aR counter,CHO parental Ca,CHO-K1 Ca antag,CHO-K1 Ca PAM,GPR7 antagonist,TAAR1 antag,OXTR potentiator,M1 ag parental,OXTR agonist
Nc1nc[nH]c(=O)c1N=Cc1ccccc1,0.6,5,4,-5,10,-26,-2,0.0,0.4
C[C@H]1CC[C@]2(O[C@@H](CCO)C[C@@H](O)[C@@H]2O)O1,1.0,-5,-13,13,x,19,-2,0.5,-0.4
COc1ccc(NC(=O)CN2C(=O)CSC(C)C2=O)c(OC)c1 (stereo not drawn),0.0,-5,8,7,-10,-7,1,-0.2,-1.1
FC(F)(F)c1cc(Cl)c2nnc(C(F)(F)Cl)n2c1,-0.2,-16,-14,6,-5,-10,-8,0.1,-0.3
CC(C#Cc1c([C@@H](C)Oc2ccccc2)nnn1Cc1ccccc1)Oc1ccccc1 (stereo partly drawn),2.2,-5,-15,8,x,33,-5,0.7,3.6
Cc1cc(OC(C)C(=O)N2C[C@H]3C[C@@H](C2)c2cccc(=O)n2C3)c2c(C)c(C)c(=O)oc2c1 (stereo partly drawn),-0.9,-9,-2,10,2,-46,-2,-0.2,0.8
COc1cc(C)c(NC(=O)C2CCN(S(=O)(=O)c3cccs3)CC2)cc1OC,0.5,-15,7,-11,x,11,-3,0.0,0.1
CCOc1ccc(NC(=O)CN2C(=O)COc3ccc(Cl)cc32)cc1,0.4,-2,1,3,10,18,-8,0.1,-0.7
COc1cccc(Cn2c(=O)c3ccccc3n3nc(C)cc23)c1,-1.1,-23,-3,2,-3,-12,-12,0.6,-2.4
CC(C)NC(=O)CSc1nnc(C2CC2)n1-c1ccccc1,0.9,-5,-9,10,-11,1,-3,0.5,-0.4
Cc1nn(CCO)c2nc(-c3cccs3)cc(C(F)(F)F)c12,-0.7,-29,24*,-12,-13,-17,0,0.2,-1.1
Cc1cccc(C(=O)NC(C(=O)Nc2nc(-c3ccccn3)cs2)C(C)C)c1 (stereo not drawn),-0.9,-9,-6,18,-13,17,-13,7.0,-2.5
Cc1ccc(-c2csc(Cc3nc(-c4ccc5c(c4)CCC(=O)N5)cs3)n2)cc1,-0.4,-13,-9,7,-9,11,-8,0.8,0.8
OCC1CCN(Cc2nc(Cc3ccccc3Cl)no2)CC1,-0.1,9,-10,21,-4,1,6,0.9,0.3
CN(C(=O)COC(=O)c1ccccc1C(=O)N1CCN(c2ccccc2)CC1)c1ccccc1,-0.1,-15,-17,10,-14,26,-26,3.4,-1.2
Cc1cc(Cl)c(OCCOCCN2CCN(C)CC2)c(Br)c1,-0.3,-7,16,-10,-10,-1,-9,0.6,-0.2
O=C(O)CCCC(=O)NNC(=O)c1cccc(Br)c1,1.8,-2,-2,7,-16,11,4,0.4,1.2
Cc1cccnc1Nc1nc(-c2ccccc2)cs1,-0.4,-28,1,-10,-7,-11,-7,-0.6,-1.7
O=C(Nc1ccccc1F)C1CCCN1S(=O)(=O)c1cccc2nsnc12 (stereo not drawn),1.3,-9,58*,-13,-14,-19,-1,-0.2,0.3
CC(=O)Nc1ccc(NC(=O)CCS(=O)(=O)c2ccc3c(c2)oc(=O)n3C)cc1,0.3,3,-6,16,-6,-11,-5,0.0,0.7

# Quoted at random: 4 entries already listed, in no set order.
SMILES,V1aR counter,CHO parental Ca,CHO-K1 Ca antag,CHO-K1 Ca PAM,GPR7 antagonist,TAAR1 antag,OXTR potentiator,M1 ag parental,OXTR agonist
CC(C#Cc1c([C@@H](C)Oc2ccccc2)nnn1Cc1ccccc1)Oc1ccccc1 (stereo partly drawn),2.2,-5,-15,8,x,33,-5,0.7,3.6
Cc1cc(Cl)c(OCCOCCN2CCN(C)CC2)c(Br)c1,-0.3,-7,16,-10,-10,-1,-9,0.6,-0.2
CC(=O)Nc1ccc(NC(=O)CCS(=O)(=O)c2ccc3c(c2)oc(=O)n3C)cc1,0.3,3,-6,16,-6,-11,-5,0.0,0.7
CN(C(=O)COC(=O)c1ccccc1C(=O)N1CCN(c2ccccc2)CC1)c1ccccc1,-0.1,-15,-17,10,-14,26,-26,3.4,-1.2

# Next section
SMILES,V1aR counter,CHO parental Ca,CHO-K1 Ca antag,CHO-K1 Ca PAM,GPR7 antagonist,TAAR1 antag,OXTR potentiator,M1 ag parental,OXTR agonist
Cc1ccc(S(=O)(=O)N2CCN(C(=O)c3cc4c(C)nn(-c5ccccc5)c4s3)CC2)cc1,-0.7,-18,-9,15,-3,3,-4,0.6,-0.2
COC(=O)CC1SC(=O)NC1=Nc1ccc(OC)cc1 (stereo not drawn),1.0,-10,4,13,-14,-7,-14,2.4,-0.5
COc1cc(NS(=O)(=O)c2ccccc2)ccc1-n1nc(C)cc1C,-0.5,-12,-2,16,-5,6,-6,0.0,-0.7
C/C(CC(=O)Nc1c(C)cc(C)cc1C)=N\NC(=O)c1cnccn1,0.2,-16,6,4,-17,-24,3,0.0,-2.0
N#Cc1cc2c([nH]c1=O)CCCC2,-0.2,-8,-12,20,-10,-17,-8,1.6,-0.1
CCCOc1ccc(/C(O)=C2/C(=O)C(=O)N(CCN(C)C)C2c2ccc(OC)c(OC)c2)cc1 (stereo not drawn),2.6,4,1,11,5,5,-3,1.0,0.9
COc1cc2c(cc1NC(=O)c1cccnc1)CCCC2,-1.3,-14,-6,18,4,1,-11,-0.3,-2.0
O=C(CN1C2=NCCCN2c2ccccc21)c1cccs1,0.4,-13,8,-5,-7,-9,-13,0.0,0.1
O=[N+]([O-])c1cc([N+](=O)[O-])c(Oc2ccc(Br)cc2Br)cc1NN1CCCCC1,-0.1,3,-17,18,-8,-15,-4,0.9,2.5
Cc1ccccc1/C=C1\Oc2ccccc2C1=O,-1.1,-24,-21,20,x,-8,-1,0.6,-2.0

# Compound profiles (already shown):
# Cc1ccc(S(=O)(=O)N2CCN(C(=O)c3cc4c(C)nn(-c5ccccc5)c4s3)CC2)cc1 in the list: V1aR counter = -0.7; CHO parental Ca = -18; CHO-K1 Ca antag = -9; CHO-K1 Ca PAM = 15; GPR7 antagonist = -3; TAAR1 antag = 3; OXTR potentiator = -4; M1 ag parental = 0.6; OXTR agonist = -0.2
# COC(=O)CC1SC(=O)NC1=Nc1ccc(OC)cc1 (stereo not drawn) in the list: V1aR counter = 1.0; CHO parental Ca = -10; CHO-K1 Ca antag = 4; CHO-K1 Ca PAM = 13; GPR7 antagonist = -14; TAAR1 antag = -7; OXTR potentiator = -14; M1 ag parental = 2.4; OXTR agonist = -0.5
# N#Cc1cc2c([nH]c1=O)CCCC2 in the list: V1aR counter = -0.2; CHO parental Ca = -8; CHO-K1 Ca antag = -12; CHO-K1 Ca PAM = 20; GPR7 antagonist = -10; TAAR1 antag = -17; OXTR potentiator = -8; M1 ag parental = 1.6; OXTR agonist = -0.1

# (listing goes on)
SMILES,V1aR counter,CHO parental Ca,CHO-K1 Ca antag,CHO-K1 Ca PAM,GPR7 antagonist,TAAR1 antag,OXTR potentiator,M1 ag parental,OXTR agonist
Cc1cc(NC(=O)c2ocnc2C)no1,5.1,-1,5,-11,-3,9,0,0.1,0.5
N#Cc1ccc(Cn2c(-c3ccc(F)cc3)noc2=O)cc1,0.1,-9,-7,15,-7,0,-10,0.9,-1.1
CCOC(=O)c1ccc2c(c1)N(CC#N)C(=O)C(C)(C)O2,-0.8,-2,-7,-1,1,11,-4,-0.2,-2.7
Cc1cc(C(C)(C)C)cc(C)c1S(=O)(=O)N1CCN(C(=O)c2cc([N+](=O)[O-])c[nH]c2=O)CC1,0.1,-8,-1,-14,-12,-19,-4,0.1,-0.1
COc1cc(/C=C/CO)cc(OC)c1OC/C=C(\C)CCC=C(C)C,-0.8,-18,0,-10,x,-21,4,-0.2,-0.6
N#CCCN(Cc1ccccc1)C(=S)NC(=O)c1ccccc1,0.1,-16,-25,1,-4,-7,0,0.3,-0.2
O=C(CN1c2cccc3cccc(c23)S1(=O)=O)NC1CCCCC1,1.7,-11,-23,-1,x,-11,0,2.3,2.0
COc1cccc(C(=O)N2CCOCC2)c1,0.5,-13,-1,9,-10,-14,2,0.1,1.9
Cc1ccc(/C=N/N2CCN(C3c4ccccc4-c4ccccc43)CC2)s1,-0.8,1,-3,17,-7,4,0,0.7,-0.1
COc1ccc(OC)c(-c2csc(N(CC3CCCO3)C(=O)Cc3ccccc3)n2)c1 (stereo not drawn),-0.6,-9,-22,4,-1,18,-8,0.7,-1.3
CC1=NN(C(=O)CSCc2ccccc2)C(O)(c2ccc(Cl)cc2)C1 (stereo not drawn),-1.2,-23,-5,-3,-7,13,5,-0.9,-2.5
COc1ccc([C@H]2CC(=O)c3c(O)cc(O)cc3O2)cc1O,2.4,-5,1,8,-7,-16,-4,1.7,2.5
O=C(CSc1n[nH]c(-c2ccccc2O)n1)NC1CCCCC1,9.0,-21,-8,-4,-5,-3,-9,4.5,4.7
CC1=NOC(=O)/C1=C/c1ccc(O)c(Cl)c1,0.4,-7,3,-3,-5,-10,-8,0.1,1.2
CC(C)OC(=O)c1cccnc1SCc1cc(=O)n2ccccc2n1,0.1,-20,-9,12,-5,15,-5,0.9,-0.7
O=C(CCC(=O)N1CCOc2ccccc21)NCCc1ccccc1,-0.6,5,-4,21,-5,8,-4,0.8,-1.2
CC(OC(=O)c1ccc(-n2cnnn2)cc1)C(=O)N(C)c1ccccc1 (stereo not drawn),x,x,-11,5,x,-13,x,1.7,x
Oc1ccc(-c2c(-c3ccsc3)sc3ccccc23)cc1,-0.1,7,-9,4,-14,52*,-12,0.3,-1.2
CC(C)=CCN1CCN(Cc2cn(C(C)C)c3ccccc23)CC1CCO (stereo not drawn),0.4,-25,-7,12,-13,-5,2,1.2,1.0
NC(=O)C1CCN(c2nc(-c3ccc(F)cc3)cs2)CC1,1.5,-6,-15,15,x,6,-4,1.2,1.4
CC(/C=N/NC(=O)CN1CCN(Cc2ccc(Cl)cc2)CC1)=C\c1ccco1,0.7,-24,-4,9,-9,-5,-13,-0.3,1.3
O=C(COc1ccc(Cl)cc1[N+](=O)[O-])N/N=C/c1cccs1,0.2,-17,-15,12,-5,21,-5,1.2,-1.4

# 3 structures already listed, sorted by SMILES length, smallest number first.
SMILES,V1aR counter,CHO parental Ca,CHO-K1 Ca antag,CHO-K1 Ca PAM,GPR7 antagonist,TAAR1 antag,OXTR potentiator,M1 ag parental,OXTR agonist
CC1=NOC(=O)/C1=C/c1ccc(O)c(Cl)c1,0.4,-7,3,-3,-5,-10,-8,0.1,1.2
CC1=NN(C(=O)CSCc2ccccc2)C(O)(c2ccc(Cl)cc2)C1 (stereo not drawn),-1.2,-23,-5,-3,-7,13,5,-0.9,-2.5
CC(/C=N/NC(=O)CN1CCN(Cc2ccc(Cl)cc2)CC1)=C\c1ccco1,0.7,-24,-4,9,-9,-5,-13,-0.3,1.3

# Screening results (PubChem BioAssay)
